High-throughput results deposited in PubChem by several laboratories.
NR2E3 ag-1 = agonists of human nuclear receptor NR2E3; GST-NR2E3/biotin-RetCOR TR-FRET, 1536-well; Q9Y5X4; AID 2300; inhibition of corepressor binding, % at 4.78 µM; hit rate 0.12% among 320,000;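 active = percent inhibition above the cutoff of mean plus 3 SD of all tested compounds, set per screening campaign, cut at about 20% in these data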;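 note: 0% = DMSO wells and 100% = biotin wells as full block of FRET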
Target sequence (Q9Y5X4 whole entry, looked up): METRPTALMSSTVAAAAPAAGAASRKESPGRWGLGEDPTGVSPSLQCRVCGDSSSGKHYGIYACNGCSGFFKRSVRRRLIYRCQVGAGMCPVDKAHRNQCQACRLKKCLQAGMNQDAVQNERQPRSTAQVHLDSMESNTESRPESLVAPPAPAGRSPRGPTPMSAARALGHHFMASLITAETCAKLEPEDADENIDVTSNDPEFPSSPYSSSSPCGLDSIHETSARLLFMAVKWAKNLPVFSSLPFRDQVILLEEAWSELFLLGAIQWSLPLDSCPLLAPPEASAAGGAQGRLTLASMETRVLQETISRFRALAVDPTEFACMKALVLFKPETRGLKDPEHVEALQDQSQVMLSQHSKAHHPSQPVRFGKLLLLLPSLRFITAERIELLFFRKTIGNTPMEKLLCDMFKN
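Material: NR2E3–RetCOR corepressor complex / Incubation: Compound–protein incubation for 5 h at 4 °C / Dosing: compound at 4.8 µM, single dose / Detection: time-resolved FRET / Benchmarks: high control biotin, low control 0.6% DMSO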
HIF-2a block = HIF-2a inhibition | 786-0 RCC cells HIF-2a reporter, luciferase luminescence, overnight | inhibition, % at 18.8 µM | hit rate 0.72% among 360,000 | AID 624352;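 active = inhibition of the luminescence signal of 40% or more relative to plate controls, in a single-dose primary screen at 18.75 µM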
Peg3 prom inh = inhibitors of Peg3 promoter | inhibition, % at 20 µM | hit rate 1.7% among 360,000 | HeLa PEG-Prom luciferase reporter, luminescence, overnight;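 active = inhibition of at least 50% at 20 µM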
CaV13 FRET inh = Primary screen for inhibitors of IQ motif and Ca2+-dependent inactivation inhibitor domain binding in CACNA1D, Förster resonance energy transfer in living cells, …; HEK cells, CFP/YFP FRET ICDI-IQ, plate reader, 10 min; percent FRET-ratio fall versus neutral wells; inhibition, % at 12.3 µM; hit rate 0.098% among 340,000; AID 743397;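 active = mean replicate inhibition of at least 30% and at least 1% of replicates passing that level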;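 note: 0% = median of the neutral control wells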
Shn3 3UTR inh = Schnurri-3 reporter inhibition in Clone20 osteoblasts. Clone20 osteoblast Shn3 3'UTR firefly luciferase, 24 h. inhibition, % at 12.5 µM. hit rate 0.52% among 360,000;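 active = mean inhibition of at least 75% with every replicate also reaching 75%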;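 note: 0% = median of neutral control wells and 100% = pilot-screen positive control compound; some compounds past the cut are filed as inactive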
PDI inh = blocks human protein disulfide isomerase activity. PDI insulin aggregation turbidity, A650, 90 min. AID 588391. inhibition, % at 10 µM. P07237. hit rate 0.052% among 350,000;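 active = mean inhibition across replicates of 30% or more, whatever share of single replicates reach that level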;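 note: absorbance from insulin aggregation driven by PDI reduction with DTT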
Target sequence (P07237 whole entry, looked up): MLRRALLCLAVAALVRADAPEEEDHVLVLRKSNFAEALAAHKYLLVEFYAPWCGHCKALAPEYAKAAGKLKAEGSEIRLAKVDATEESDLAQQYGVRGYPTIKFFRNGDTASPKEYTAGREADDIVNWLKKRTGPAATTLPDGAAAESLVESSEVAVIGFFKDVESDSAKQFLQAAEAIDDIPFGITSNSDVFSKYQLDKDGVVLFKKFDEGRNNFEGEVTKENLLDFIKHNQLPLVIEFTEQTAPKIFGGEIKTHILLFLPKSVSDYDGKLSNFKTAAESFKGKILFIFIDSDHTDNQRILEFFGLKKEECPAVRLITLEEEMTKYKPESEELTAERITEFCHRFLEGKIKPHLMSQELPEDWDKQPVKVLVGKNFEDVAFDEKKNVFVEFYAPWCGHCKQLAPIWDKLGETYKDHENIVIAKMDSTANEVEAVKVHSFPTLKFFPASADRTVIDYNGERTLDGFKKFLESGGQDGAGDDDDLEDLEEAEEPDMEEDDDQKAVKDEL
CF NFkB block = blocks PAF-induced NF-kB reporter in cystic fibrosis cells; hit rate 0.86% among 360,000; inhibition, % at 5 µM; KKLEB NF-kB-GFP reporter, GFP fluorescence overnight; AID 588850;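 active = at least 50% inhibition at 5 µM, scaled per plate between neutral and stimulator controls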;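 note: PAF is a Pseudomonas aeruginosa culture filtrate used as stimulus; plate controls were PAF-stimulated DMSO wells for no effect and unstimulated DMSO wells for full effect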
Vif inh = HIV Vif inhibition | HEK293T cells, Vif self-association by quenched fluorescence, imaging, 24 h | inhibition, % at 7.49 µM | hit rate 0.35% among 340,000; in the data active = inhibition above about 50%, passing the limit was not always enough; note: some results filed as inactive read as strong as hits
MITF TRPM1 inh = MITF TRPM1 promoter inhibition in SK-MEL-5 cells | AID 488899 | inhibition, % at 12.5 µM | SK-MEL-5 TRPM1 promoter luciferase, 24 h | hit rate 0.83% among 330,000;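 active = mean inhibition across replicates of 60% or more, whatever share of single replicates reaches that level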; note: values of inactives mirror those of a sister screen read the other way
NR2E3 ag-2 = human photoreceptor-specific nuclear receptor agonism. Q9Y5X4. CHO-S Gal4-NCOR/VP16-NR2E3 two-hybrid, luciferase. inhibition of corepressor binding, % at 3.98 µM. hit rate 0.35% among 360,000. AID 602229;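 active = inhibition above the mean of all tested compounds plus 3 SD, cut at about 70% in these data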;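 note: 0% = DMSO with NR2E3 transfected cells and 100% = cells lacking NR2E3 construct; higher means lower luciferase signal from less NR2E3 corepressor binding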
KKLEB cytotox = reduces viability of KKLEB cystic fibrosis airway cells; KKLEB CF airway cells viability, ATPlite luminescence, overnight; stronger effect = lower value; cells stimulated with P. aeruginosa culture filtrate; activity change (cytotoxicity), % at 5 µM; hit rate 0.36% among 360,000;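 active = corrected activity change at or below -50% at 5 µM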
* hit, by the source's call; x = not tested or not shown. A portion of the library, so the mix of outcomes need not match the whole.

SMILES	NR2E3 ag-1	HIF-2a block	Peg3 prom inh	CaV13 FRET inh	Shn3 3UTR inh	PDI inh	CF NFkB block	Vif inh	MITF TRPM1 inh	NR2E3 ag-2	KKLEB cytotox
O=C1CN(C(=O)CN2CCCCC2)C(c2ccccc2)c2cc(Br)ccc2N1 (centres undefined)	3	-5	-2	x	3	-3	-15	7	4	11	-5
COc1ccc(C(CC(=O)N2CCC3(CC2)OCCO3)NS(=O)(=O)c2ccc(F)cc2)cc1 (centres undefined)	-1	20	18	-7	-9	-5	1	-2	-6	-5	4
CCOC(=O)c1nc2ccccc2c(=O)n1-c1cccc(C)c1	-1	13	18	x	-7	1	3	21	1	-31	0
Cc1ncc(CN2CCCC(C(=O)c3cccc(Cl)c3)C2)s1 (centres undefined)	-3	15	11	7	9	-4	0	3	-1	-12	14
CCCCCc1nc2ccccc2c(=O)n1-c1ccccc1[N+](=O)[O-]	1	18	24	-7	29	3	-2	-3	-7	-3	-26
O=C(C1CC(=O)N(c2ccc(F)c(Cl)c2)C1)N1CCC2(CC1)OCCO2 (centres undefined)	0	-3	-1	x	8	-5	10	4	-1	-34	-9
CC(C)c1ccc(-n2c(O)c(/C=N/NC(=O)c3ccccc3O)c(=O)[nH]c2=S)cc1	4	6	8	-16	12	-1	-9	-16	-6	-43	13
CC1=Nc2cc(C(=O)N3CCC4(CC3)OCCO4)ccc2Sc2ccc(Cl)cc21	-1	5	24	-2	7	9	-6	30	13	4	12
CCN1CCN(c2nc([N+](=O)[O-])nn2C)CC1	-1	17	-2	-6	1	13	-5	13	1	12	-2
Cc1nc(CCl)cc(=O)[nH]1	1	19	3	-4	-4	-3	-4	3	-5	-17	4
CS(=O)(=O)N1CCN(C(=N)N[N+](=O)[O-])CC1	1	9	6	18	7	7	-13	5	-5	-22	11
CN1CCCC(C(O)(c2ccccc2)c2ccccc2)C1 (centres undefined)	-5	15	7	-14	4	-3	12	1	-2	-5	-8
CCOC(=O)c1c(C)n(CC(O)CN2CCOCC2)c2cc(Br)c(OC)cc12 (centres undefined)	-1	19	10	-5	-33	-3	6	-7	17	-4	-1
Cc1ccc(N2C(=O)NC(=O)/C(=C\c3ccc(N4CCOCC4)cc3)C2=O)cc1	0	-2	-1	-5	-6	6	-1	1	2	12	7
CC12CCC(O)CC1CCC1C2CCC2(C)C(C3=CC(=O)OC3)C(O)CC12O (centres undefined)	x	16	94*	-2	38	-53	71*	-11	28	-9	-49
O=C1NC(=O)N(Cc2ccco2)C(=O)/C1=C/c1ccc(-c2cccc([N+](=O)[O-])c2)o1	4	65*	29	x	31	-2	19	-6	10	4	-1
O=[N+]([O-])c1cccc(CN2CCN(Cc3ccc(Cl)cc3)CC2)c1	3	-16	4	-5	7	0	-8	-15	15	-13	6
COc1ccc(Cl)cc1C(=O)C1CCCN(CCO)C1 (centres undefined)	0	15	1	-2	12	-5	6	9	-4	-2	1
CCC(=NCC1CCCO1)c1c(O)n(Cc2ccccc2)c(=O)[nH]c1=O (centres undefined)	-1	13	6	-5	-8	-7	0	-2	8	19	-11
O=c1[nH]c(=O)n(CCc2ccccc2)c(O)c1/C=N/N1CCOCC1	-2	12	12	-11	-20	1	0	0	4	-6	1
Cc1ccsc1C(=O)C1CCCN(Cc2cnn(C(C)C)c2)C1 (centres undefined)	-2	12	11	-18	13	-1	-23	-2	-5	1	6
O=C(Cc1ccccc1)N1CCN(Cc2ccccn2)CC1	-2	5	-1	-5	-2	-4	-12	14	4	1	-2
O=C(c1ccc(-c2ccccc2)c(F)c1)C1CCCN(CCO)C1 (centres undefined)	0	-53	-60	-4	-13	-10	3	-1	-37	5	4
COC(=O)C1=C(c2ccccc2OCc2ccccc2)C[C@@H]2CC[C@H]1N2C(=O)NCc1ccc(C(F)(F)F)cc1	4	9	14	-7	34	-3	11	-5	2	29	-17
O=C(c1cc(F)ccc1F)C1CCCN(CCCc2ccccc2)C1 (centres undefined)	0	14	17	-3	-5	2	8	9	2	-9	-9

Entries of single compounds from above. Order of values: NR2E3 ag-1 | HIF-2a block | Peg3 prom inh | CaV13 FRET inh | Shn3 3UTR inh | PDI inh | CF NFkB block | Vif inh | MITF TRPM1 inh | NR2E3 ag-2 | KKLEB cytotox
O=[N+]([O-])c1cccc(CN2CCN(Cc3ccc(Cl)cc3)CC2)c1 reads 3 | -16 | 4 | -5 | 7 | 0 | -8 | -15 | 15 | -13 | 6
CCC(=NCC1CCCO1)c1c(O)n(Cc2ccccc2)c(=O)[nH]c1=O (centres undefined) reads -1 | 13 | 6 | -5 | -8 | -7 | 0 | -2 | 8 | 19 | -11
Cc1nc(CCl)cc(=O)[nH]1 reads 1 | 19 | 3 | -4 | -4 | -3 | -4 | 3 | -5 | -17 | 4
Cc1ncc(CN2CCCC(C(=O)c3cccc(Cl)c3)C2)s1 (centres undefined) reads -3 | 15 | 11 | 7 | 9 | -4 | 0 | 3 | -1 | -12 | 14
CS(=O)(=O)N1CCN(C(=N)N[N+](=O)[O-])CC1 reads 1 | 9 | 6 | 18 | 7 | 7 | -13 | 5 | -5 | -22 | 11

Some of these compounds in order of molar mass, low to high.
SMILES	NR2E3 ag-1	HIF-2a block	Peg3 prom inh	CaV13 FRET inh	Shn3 3UTR inh	PDI inh	CF NFkB block	Vif inh	MITF TRPM1 inh	NR2E3 ag-2	KKLEB cytotox
O=c1[nH]c(=O)n(CCc2ccccc2)c(O)c1/C=N/N1CCOCC1	-2	12	12	-11	-20	1	0	0	4	-6	1
O=[N+]([O-])c1cccc(CN2CCN(Cc3ccc(Cl)cc3)CC2)c1	3	-16	4	-5	7	0	-8	-15	15	-13	6
Cc1ccc(N2C(=O)NC(=O)/C(=C\c3ccc(N4CCOCC4)cc3)C2=O)cc1	0	-2	-1	-5	-6	6	-1	1	2	12	7
O=C1NC(=O)N(Cc2ccco2)C(=O)/C1=C/c1ccc(-c2cccc([N+](=O)[O-])c2)o1	4	65*	29	x	31	-2	19	-6	10	4	-1
COC(=O)C1=C(c2ccccc2OCc2ccccc2)C[C@@H]2CC[C@H]1N2C(=O)NCc1ccc(C(F)(F)F)cc1	4	9	14	-7	34	-3	11	-5	2	29	-17

Returning to the listing with the 2 entries that preceded the break.
SMILES	NR2E3 ag-1	HIF-2a block	Peg3 prom inh	CaV13 FRET inh	Shn3 3UTR inh	PDI inh	CF NFkB block	Vif inh	MITF TRPM1 inh	NR2E3 ag-2	KKLEB cytotox
COC(=O)C1=C(c2ccccc2OCc2ccccc2)C[C@@H]2CC[C@H]1N2C(=O)NCc1ccc(C(F)(F)F)cc1	4	9	14	-7	34	-3	11	-5	2	29	-17
O=C(c1cc(F)ccc1F)C1CCCN(CCCc2ccccc2)C1 (centres undefined)	0	14	17	-3	-5	2	8	9	2	-9	-9
O=C1NC(=O)N(c2ccc3c(c2)OCO3)C(=O)/C1=C/c1ccsc1	0	6	8	6	2	-5	4	-9	-7	18	5
COc1ccc(C2SCC(=O)Nc3c2c(C)nn3-c2ccccc2)cc1 (centres undefined)	2	9	10	-5	18	-3	10	11	2	-12	5
O=c1c2ccccc2nc(SCC2CCCCO2)n1-c1ccccc1 (centres undefined)	10	11	7	-9	-9	4	-6	-1	8	-6	0
CCN1CCN(C(=O)COc2cc(=O)n(CC)c3ccccc23)CC1	1	6	0	-5	-6	1	-8	31	3	17	-9
COc1ccc(-n2c(/C=C/c3ccc4c(c3)OCO4)nc3ccccc3c2=O)cc1	2	19	16	-1	14	11	-22	-4	3	-8	-6
CCCCCCn1c(O)c(C=Nc2c(C)n(C)n(-c3ccccc3)c2=O)c(=O)[nH]c1=O	3	19	2	x	12	-4	7	-8	4	-18	8
CCC(=NCCc1ccccc1)c1c(O)n(C2CCCCC2)c(=O)[nH]c1=O	-1	32	15	-6	0	-2	26	-7	-13	-25	-14
CC[C@H]1CC2CN3CCc4c([nH]c5ccccc45)C(C(=O)OC)(C2)C13 (some centres undefined)	1	20	23	x	21	x	23	-10	x	-3	-27
COC(=O)N(c1ccccc1)P1(=S)OCCO1	3	-1	6	-4	-5	-4	-6	x	-11	-14	-5
CCCCCCC(=O)c1c(O)n(-c2ccc(OC)cc2)c(=O)[nH]c1=O (tested in a mixture with another compound)	3	17	0	-5	-115	-12	-38	-10	12	-14	4
S=C(NCCc1ccccc1)N1Cc2ccc(Br)cc2-n2nncc2C1	x	4	51*	-8	-1	x	-16	3	x	8	-3
CCCNC(=O)N1[C@H]2CC[C@@H]1C(C(=O)OC)=C(c1ccccc1)C2	-1	4	6	-6	-9	5	-7	-5	5	-42	10
CC1=CC(=C2C(=O)NC(=O)NC2=O)C=C(C(F)(F)F)N1C(C)C	2	22	5	-5	2	-3	6	4	-2	-13	2
Cc1ccc(-c2nc3ccccc3c(=O)n2-c2cccc(C)n2)cc1	2	-57	-15	-5	-19	-6	17	3	-2	-13	-3
COc1ccc(-n2nnnc2C(CCSC)N2CCC(n3c(=O)[nH]c4ccccc43)CC2)cc1 (centres undefined)	x	-16	56*	-3	18	x	81*	x	x	19	-24
c1ccc(CC2CCCCN2)cc1 (centres undefined)	2	3	9	-1	-5	-1	-10	4	5	-20	-16
COc1ccc(-c2ccc3c(c2)CN(C(=S)NCCc2ccccc2)Cc2cnnn2-3)cc1	x	-7	12	-8	10	x	-2	-8	x	-17	0
CCCN1CCC[C@@H](c2cccc(O)c2)C1	1	13	2	-6	-11	-3	11	-2	4	3	16
COC[C@]12CN(C)C3C4[C@H](OC)[C@H]1C3([C@@H](OC)C[C@H]2O)[C@@H]1C[C@@]2(O)[C@H](OC(=O)c3ccccc3)[C@@H]1[C@]4(OC(C)=O)[C@@H](O)[C@@H]2OC	-4	2	-3	x	-2	x	-6	1	x	6	12
CCC(=NCCN1CCOCC1)c1c(O)n(C2CCCCC2)c(=O)[nH]c1=O	0	14	18	-14	13	3	-23	-12	-4	-18	10
O=C1NC(=O)N(Cc2ccccc2Cl)C(=O)/C1=C/c1cccs1	-1	50*	60*	-14	-1	-1	43	13	56	4	-11
NC1C2CN3CCN(C2)CC1(c1ccccc1)C3 (centres undefined)	3	15	4	-6	-2	0	2	-4	-2	-2	-6
Nc1ccc(Cl)cc1C(=O)c1ccccc1Cl	-2	4	24	-5	-29	-6	26	-4	9	-25	0
C=CCn1c(O)c(C(C)=NC(C)c2ccccc2)c(=O)[nH]c1=O (centres undefined)	2	-20	-7	-15	-13	-1	-47	-1	-15	-48	14
